# Cav32 inh = Cav3.2 calcium influx blockers – cell-based, Fluo-4 calcium fluorescence, FDSS, MLSMR library, primary screen; B-score at 10 µM; Cav3.2-expressing cells; active compounds read low; actives 4% (n = 100,000); Voltage-dependent T-type calcium channel subunit alpha-1H (Homo sapiens), O95180;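 active means single-dose well whose peak fluorescence ratio is a statistical outlier from its plate by either plate-standardised score or position-corrected B-score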
# The depositor's hits bear a star; & = joins results of further samples. Not all compounds are listed; count on the stated rates, not on these rows.
# The first 4 records as a preview:
Compound	Cav32 inh
CC(C)C(=O)Nc1cccc(NC(=S)NC(=O)c2ccc(Cl)cc2)c1	-2.18
CCCc1cc(-c2[nH]ncc2-c2ccc3c(c2)OCCCO3)c(O)cc1OC	-1
CC(OC(=O)C1CCCO1)C(=O)NC1CCCC1 (stereo unspecified)	0.0114
COc1ccc(Br)c(/C=N/NC(=O)COc2ccc(-c3ccccc3)cc2)c1	-2.97

# The listing, repeating the preview:
Compound	Cav32 inh
CC(C)C(=O)Nc1cccc(NC(=S)NC(=O)c2ccc(Cl)cc2)c1	-2.18
CCCc1cc(-c2[nH]ncc2-c2ccc3c(c2)OCCCO3)c(O)cc1OC	-1
CC(OC(=O)C1CCCO1)C(=O)NC1CCCC1 (stereo unspecified)	0.0114
COc1ccc(Br)c(/C=N/NC(=O)COc2ccc(-c3ccccc3)cc2)c1	-2.97
CN(C)c1ccc(C2N(C(=O)N3CCOCC3)CCN2S(=O)(=O)c2ccccc2)cc1 (stereo unspecified)	-1.28
CNCCCC12CCC(c3ccccc31)c1ccccc12	-0.186&0.136
CC(=O)N1CCc2cc(S(=O)(=O)NC(Cc3ccccc3)C(=O)Nc3cc(C)ccn3)ccc21 (stereo unspecified)	1.65
CCN(CC)S(=O)(=O)c1cc(C)c(C)cc1Br	0.314
Cc1cccc(CSCc2nnc(N)s2)c1	-0.0305
COC(=O)c1ccccc1NC(=O)CN(c1cc(OC)ccc1OC)S(C)(=O)=O	-0.165
O=C(CSc1ncn(-c2ccccc2)n1)Nc1nc2c(s1)CCCC2	-4.24*
CN(C)c1ccc(/C=C/c2ccncc2)cc1	-3.69
COc1ccc(Cl)cc1N(CC(=O)N1CCN(Cc2ccccc2)CC1)S(C)(=O)=O	1.37
CCN1C(=O)N[C@@H](c2ccc(Br)cc2)C(C(C)=O)=C1C	0.379
CC(C)(CNC(=O)C1CCCC1)CNC(=O)C1CCCC1	0.155
CCOn1c(=O)c(-c2ccc(Cl)cc2)[n+]([O-])c2ccccc21	0.7
COC(=O)CCCC1=CC2=C(c3ccccc3)C(=O)C(C)(OC(=O)C3CCCC3)C(=O)C2=CN1CCc1ccccn1 (stereo unspecified)	0.508
Cc1onc(-c2ccccc2)c1C(=O)N1CCN(C(=O)c2ccco2)CC1	0.677
COC(=O)/C(C(C)=O)=C(\C=C\N(C)C)N(C)C	0.665
Cc1csc(NC(=O)CSc2nnc(-c3ccoc3C)n2CCc2ccccc2)n1	-3.83
Cc1ccc(OCCC(=O)OCC(=O)C(C)(C)C)cc1	0.0417
O=C(Cn1cnc2c(nnn2-c2ccc(F)cc2)c1=O)NCC1CCCO1 (stereo unspecified)	0.425
CCN(CC)CCCn1c(=S)[nH]c2cc(C(=O)OC)ccc2c1=O	0.424
CC(C)=CCc1c(O)cc(O)c2c1OC(c1ccc(O)cc1)CC2=O (stereo unspecified)	-2.66
Clc1ccc(-n2nnnc2-c2cnc(-c3ccccn3)nc2-c2cccs2)cc1	-2.98
c1ccc(Nc2cc(-c3ccccc3)nc3ncnn23)cc1	1.52
O=C(Nc1cnccn1)c1cccc(C(F)(F)F)c1	-1.67
CCOC(=O)c1cc2c(ccn2C)n1Cc1ccccc1C	-1.66
CCOC(=O)C1=C(C)Nc2ncnn2C1c1cc(Br)ccc1F (stereo unspecified)	-0.275
O=C(NCCCN1CCCC1=O)c1ccc2c(c1)NC(=O)C(N1CCOCC1)S2 (stereo unspecified)	0.615
COC(=O)CSc1nc(N2CCCCC2)c2c(c1C#N)CCCC2	-2.71
COc1cccc(NC2=NC3(CCCCC3)N=C(N)N2)c1	-0.502
CCOC(=O)Nc1ccc2c(c1)N(C(=O)CCN1CCN(CCO)CC1)c1ccccc1S2	0.279
CC(C)C(=O)Nc1cccc(S(=O)(=O)c2cccc(NC(=O)C(C)C)c2)c1	0.723
Cc1cccc(OCC(=O)Nc2ccccc2N2CCCCC2)c1	-1.33
Cn1c(=O)c2c(nc(NCCCO)n2Cc2cccc(C(F)(F)F)c2)n(C)c1=O	0.0026
Cc1ccc(Cn2cccc2C2=NC(C)CO2)cc1 (stereo unspecified)	-0.444
CCc1nnc(SCC(=O)Nc2ccccc2)nc1CC	0.586
O=C(Nc1nnc(SCC(=O)N2CCCCC2)s1)c1cccs1	0.673
Cc1ccc(-c2noc(CN(C(=O)C34CC5CC(CC(C5)C3)C4)C(C)C)n2)cc1	1.14
CCC(=O)c1ccc2c(c1)N(CCCN(C)C)c1ccccc1S2	-0.589
COC(=O)c1nnn(CC(=O)Nc2cccc(Cl)c2C)c1C(=O)OC	0.0177
COc1cccc(N(C(=O)CNC(=O)c2ccco2)C(C(=O)NC2CCCC2)c2ccncc2)c1 (stereo unspecified)	1.14
CC(=O)c1cccc(NC(=O)c2ccc(N(Cc3ccccc3)S(C)(=O)=O)cc2)c1	-0.526
Cc1cccc(N(C)C(=O)c2cc3cc4ccc(C)cc4nc3o2)c1	-5.1*
Cc1nn(Cc2ccccc2Cl)c(Cl)c1/C=C/C(=O)OCC(=O)NC(N)=O	-0.0964
O=C(NCCc1ccncc1)Nc1ccccc1	0.572
Nc1nc(CN2CCN(Cc3ccccc3)CC2)nc(Nc2ccccc2)n1	1.1
CC1(c2ccccc2)NC(=S)N2C1NC(=S)N2c1ccccc1 (stereo unspecified)	-0.53
Cc1[nH]nc(Nc2ccccc2)c1[N+](=O)[O-]	0.00802
Cc1ccc(Cl)cc1Nc1nc(-c2sc(NC(=O)c3ccccc3)nc2C)cs1	-0.0413
C=CCO/N=C(/C)c1c(O)c(CC)c(-c2ccccc2)n(-c2ccccc2)c1=O	-7.32*
COC(=O)CSc1nc2sc(C)c(C)c2c(=O)n1C	0.471
CC(=O)Oc1c2occc2cc2ccc(=O)oc12	0.265
COc1ccccc1-c1c(C)c(C)nc(N)c1C#N	-1.24
Cc1nn(C(=O)c2cccs2)c(C)c1CN1C(=O)c2ccccc2C1=O	0.0882
CCCCOc1ccc(-c2nnc(-c3ccncc3)o2)cc1	-0.226
O=C(NCCCN=C1NS(=O)(=O)c2ccccc21)c1ccncc1	0.565
CCNc1nc(SCC(=O)OC)nc(N2CCOCC2)n1	0.427
Cn1c(N)c(C(=O)c2cc(-c3ccccc3)nc3ccccc23)c(=O)n(C)c1=O	0.942

# Further records follow:
Compound	Cav32 inh
Cc1cccc(CN2CCN(C(=O)c3ccccc3F)CC2)c1	-1.1
COC(=O)CCC(=O)Nc1ccccc1C(N)=O	-0.00136
CCN1C(=O)/C(=C\N2CCN(c3ccc(F)cc3)CC2)SC1=S	0.0947
CC1CCN(CCCNC(=O)c2ccc(CSCc3cccc(Cl)c3)o2)CC1	-2.72
CSc1nnc(-c2ccccc2)o1	0.578
O/N=C(\c1ccc(Cl)cc1)c1ncc(C(F)(F)F)cc1Cl	-6.05*
Cc1nn(Cc2ccccc2)c(C)c1NC(=O)c1cc(-c2cccs2)on1	-4.83*
Cc1cc(N2CCCCC2)n2nc(C)c(-c3ccccc3)c2n1	0.197
CS(=O)(=O)Nc1ccc(C(=O)Nc2ccccc2C(=O)N2CCCC2)cc1	0.506
O=C(CCCOc1ccccc1)NCc1ccco1	-0.629
Cc1cc([N+](=O)[O-])ccc1NCc1cccc2ccccc12	-0.702
CCCCCCc1nc2c(=O)[nH]c3ccccc3c2o1	0.0729
COc1ccccc1N1CCN(C(=O)c2cc(-c3ccc4c(c3)OCO4)on2)CC1	0.00986
Nc1nc2nc(-c3ccc(Cl)cc3)cc(C(F)(F)F)n2n1	0.575
CC(C)(C)C(=O)c1sc(Nc2ccccc2)nc1N	-1.76
CCOc1ccc(/C(O)=C2/C(=O)C(=O)N(CC3CCCO3)C2c2ccco2)cc1 (stereo unspecified)	-0.00399
CCOC(=O)C(Cc1ccccc1)NS(=O)(=O)c1ccc(NC(C)=O)cc1 (stereo unspecified)	-0.0136
COc1ccc(OC)c(NC(=O)C2CCN(S(=O)(=O)c3c(C)noc3C)CC2)c1	0.753
O=C(c1ccco1)N1CCN(C(=O)c2nn3cccnc3c2Cl)CC1	-0.16
COCCNC(=O)CSc1nc2cc(OC)c(OC)cc2c(=O)n1Cc1ccco1	2.18
COc1ccc(C2CC(c3cccs3)=NN2S(=O)(=O)c2ccc(C)cc2)cc1 (stereo unspecified)	-2.95
CCC1(C)Cc2c(sc3nc(NN)n(C)c(=O)c23)CO1 (stereo unspecified)	0.187
CCN(CC)c1ccc(NC(=O)c2ccco2)cc1	-4
C#CCOCCOCCOCCNc1nc(N2CCN(C(=O)[C@H](CCCCN)n3cc(C(N)CO)nn3)CC2)nc(N2CCN(C(=O)[C@H](CCC(=O)O)n3cc(C(N)CC(C)C)nn3)CC2)n1 (stereo partly specified)	-0.0355
C=CCc1ccccc1OCC(=O)OCCNC(=O)c1cccnc1	0.159
CCCn1c(SCC(=O)NCC2CCCO2)nc2c1c(=O)n(C)c(=O)n2C (stereo unspecified)	0.388
NC(=O)C1CCN(c2nc(C3CC3)nc3c2nnn3Cc2ccccc2Cl)CC1	-0.0108
CC1CN(C(=O)c2scc3c2OCCO3)CC(C)O1 (stereo unspecified)	1.02
COCc1cc(CN2CCN(C)CC2)c(O)c2ncccc12	1.36
CCN1CC2=C(OC(N)=C(C#N)C2c2cccs2)/C(=C/c2cccs2)C1 (stereo unspecified)	-2.26

# Ordered by the number under Cav32 inh (descending): some entries from above
Compound	Cav32 inh
COCCNC(=O)CSc1nc2cc(OC)c(OC)cc2c(=O)n1Cc1ccco1	2.18
CCN1C(=O)/C(=C\N2CCN(c3ccc(F)cc3)CC2)SC1=S	0.0947
COc1ccccc1N1CCN(C(=O)c2cc(-c3ccc4c(c3)OCO4)on2)CC1	0.00986
CCOC(=O)C(Cc1ccccc1)NS(=O)(=O)c1ccc(NC(C)=O)cc1 (stereo unspecified)	-0.0136
COc1ccc(C2CC(c3cccs3)=NN2S(=O)(=O)c2ccc(C)cc2)cc1 (stereo unspecified)	-2.95

# (continued)
Compound	Cav32 inh
O=c1[nH]c2ccccc2nc1N1CCOCC1	0.455
O=C(c1cc2sccc2n1Cc1ccccc1)N1CCc2ccccc21	-1.61
Cc1cc(C)n2nc(SCC(=O)N(C)Cc3ccccc3)nc2n1	1.05
COc1cc(CNC2CCCC2)cc(OC)c1	-0.0684
COc1cc(NC(=O)c2ccccc2Cl)c(OC)cc1NC(=O)CN1CCOCC1	0.886
CC(=O)Nc1ccc(NC(=O)CCCCCN2C(=O)c3ccccc3C2=O)cc1	0.0465
COc1ccc(-c2ccc(=O)n(CC(=O)NCc3ccco3)n2)cc1	1.97
CC1(C)C=Cc2cc(-c3coc4cc(O)cc(O)c4c3=O)cc(O)c2O1	0.823
Nc1cccnc1Sc1cc(Cl)c(Cl)cc1Cl	0.0136
CCOc1ccc(OCCOc2ncnc3ccccc23)cc1	-0.196
COc1ccc(S(=O)(=O)NCc2csc(C)n2)cc1	-1.63
Cn1nnnc1NCc1c(F)cccc1Cl	1.15
CC1=C(C(=O)NCc2ccccc2)C(c2ccc(C)o2)n2ncnc2N1 (stereo unspecified)	-0.145
O=C(NCN1CCN(c2ccccn2)CC1)c1cnccn1	1.27
COC(CNC(=O)C1CC(=O)N(CCc2ccccc2)C1)OC (stereo unspecified)	0.47
CCN(CC)S(=O)(=O)c1ccc(OCC(=O)NCc2ccccc2)cc1	0.818
CC1(C)CC(=O)c2sc(NC(=O)c3ccc4ncsc4c3)nc2C1	-0.0558
Cc1ccc2oc(-c3ccc(NC(=O)c4ccc5c(c4)OCO5)cc3)nc2c1	0.169
COc1ccc(S(=O)(=O)Nc2nnc(C(C)C)s2)cc1	0.0507
CCOc1ccc(N(CC(=O)NC2CCCC(C)C2C)S(=O)(=O)c2c(C)noc2C)cc1 (stereo unspecified)	-0.411
Cc1nc(N)sc1-c1nnc(SCC(=O)Nc2nccs2)n1C	-0.0945
O=C1CSC(c2cn(-c3ccccc3)nc2-c2cccs2)N1CC1CCCO1 (stereo unspecified)	-5.04*
Cc1cc[n+](CC(=O)c2cccs2)cc1	1.58
COc1ccc(OC)c(-n2nnnc2SCC(=O)Nc2ccc(C(=O)N3CCCCC3)cc2)c1	-1.11
CSC1=NCCN1C(=O)C(C)Oc1ccccc1 (stereo unspecified)	-2.18
CCOC(=O)CNC(=O)CN1C(=O)CCS(=O)(=O)c2ccccc21	-0.285
CC(C)(C)C(=O)CC1(O)C(=O)N(Cc2ccccc2)c2ccccc21 (stereo unspecified)	0.159
O=C(Nc1cc(S(=O)(=O)N2CCCC2)ccc1Cl)C1=COCCO1	1.07
COc1cccc2c(=O)n(CC(=O)N3CCc4ccccc43)ccc12	0.14
O=C(CN1C(=O)C2C3C=CC(C3)C2C1=O)Nc1ccc2c(c1)OCCO2 (stereo unspecified)	-2.36
COc1ccc(CCn2c(N3CCN(Cc4ccccc4)CC3)nc3c2c(=O)[nH]c(=O)n3C)cc1	0.131
COc1ccc(-c2nc(C#N)c(NCCc3ccccc3)o2)cc1	-0.997
CCOc1ccccc1-c1nc(-c2ccncc2)no1	-0.298
Cc1ccc(S(=O)(=O)N2CCN(C(=O)c3cc4c(C)nn(-c5ccccc5)c4s3)CC2)cc1	-2.26
O=C(c1ccc(N2C(=O)C3CC=C(Cl)CC3C2=O)cc1)N1CCCCC1 (stereo unspecified)	0.663
CN1[C@@H]2CC(OC(=O)[C@H](CO)c3ccccc3)C[C@H]1[C@@H]1O[C@@H]12 (stereo partly specified)	1.23
Cc1cc(N)n2ncc(-c3ccccc3)c2n1	0.188
Cc1ccc(N2C(=O)C3C(C2=O)C2C=CC3C23CC3)cc1 (stereo unspecified)	-0.0327
O=C1/C(=C\c2ccco2)SC(=S)N1Cc1ccccc1	0.154
CCOC(=O)c1c(NC(=O)c2cccc(N3C(=O)CCC3=O)c2)sc(C)c1C	-0.583
